PfG6PD inh – PfG6PD (Plasmodium falciparum) enzyme inhibition. PfGluPho enzyme, NADPH resazurin-diaphorase fluorescence. inhibition, % at 20 µM. 350,000 compounds, 0.78% hits. AID 504690;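 active = inhibition reaching at least a set limit at 20 µM in the primary screen, cut at about 59% in these data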;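 also: 0% = DMSO wells with substrate and 100% = DMSO wells lacking glucose-6-phosphate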
mIAP block – blocks mouse intestinal alkaline phosphatase | inhibition, % at 10 µM | 330,000 compounds, 0.2% hits | AID 2806 | purified mouse IAP, CDP-Star luminescence, 30 min;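 active = inhibition of at least 40% at 10 µM in the primary screen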;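 also: plate controls were DMSO with enzyme for no effect and no enzyme wells for full effect; values of inactives mirror those of a sister screen read the other way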
APOBEC3A inh – human APOBEC3A DNA deaminase inhibition | P31941 | recombinant A3A, FAM/TAMRA ssDNA deamination fluorescence | inhibition, % at 20 µM | 330,000 compounds, 0.41% hits;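 active = at least 40% inhibition at 20 µM here, with at most 30% in a related deaminase screen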;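 also: plate controls were A3A with DMSO for no effect and wells lacking A3A enzyme for full effect; some results filed as inactive read as strong as hits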
hIAP inh – blocks human intestinal alkaline phosphatase; 330,000 compounds, 0.12% hits; purified IAP, CDP-Star luminescence, 30 min; inhibition, % at 10 µM; P09923;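 active = inhibition reaching a set limit with compound at 10 µM in the primary screen, cut at about 35% in these data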;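 also: plate controls were DMSO wells with enzyme for no effect and no-enzyme buffer wells for full effect; values of inactives mirror those of a sister screen read the other way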
Target sequence (P09923 whole entry, looked up): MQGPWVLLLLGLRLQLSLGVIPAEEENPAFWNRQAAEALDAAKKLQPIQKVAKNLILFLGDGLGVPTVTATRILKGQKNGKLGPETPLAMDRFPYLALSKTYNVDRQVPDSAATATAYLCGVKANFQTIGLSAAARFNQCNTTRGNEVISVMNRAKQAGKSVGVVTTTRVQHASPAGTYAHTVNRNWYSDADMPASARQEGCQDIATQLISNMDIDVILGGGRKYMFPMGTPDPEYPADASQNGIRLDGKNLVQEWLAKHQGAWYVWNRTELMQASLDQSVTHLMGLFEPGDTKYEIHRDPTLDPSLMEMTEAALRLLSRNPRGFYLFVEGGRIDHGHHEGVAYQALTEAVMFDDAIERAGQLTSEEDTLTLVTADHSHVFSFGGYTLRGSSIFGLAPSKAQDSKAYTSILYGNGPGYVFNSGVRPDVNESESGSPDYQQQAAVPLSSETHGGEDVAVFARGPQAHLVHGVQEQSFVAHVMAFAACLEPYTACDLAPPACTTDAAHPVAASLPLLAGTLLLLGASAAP
ATG4B inhibitor – blocks human ATG4B protease cleavage of LC3 substrate | inhibition, % at 8.33 µM | ATG4B cleavage of LC3-PLA2, NBD-HPC fluorescence, 1 h | 340,000 compounds, 0.51% hits; in the data active = inhibition above about 40%
Target sequence (Q9Y4P1 whole entry, looked up): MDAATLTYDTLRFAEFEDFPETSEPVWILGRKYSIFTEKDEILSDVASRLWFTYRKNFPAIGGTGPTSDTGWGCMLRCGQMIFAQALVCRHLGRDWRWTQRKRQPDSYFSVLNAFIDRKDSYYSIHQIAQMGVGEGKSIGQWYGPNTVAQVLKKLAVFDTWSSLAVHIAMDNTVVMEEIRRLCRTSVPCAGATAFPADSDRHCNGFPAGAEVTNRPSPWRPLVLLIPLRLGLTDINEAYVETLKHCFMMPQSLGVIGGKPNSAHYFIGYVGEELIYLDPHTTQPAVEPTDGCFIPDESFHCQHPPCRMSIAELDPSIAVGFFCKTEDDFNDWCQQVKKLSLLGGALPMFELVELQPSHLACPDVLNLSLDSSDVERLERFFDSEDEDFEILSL
HKDC1 inh – HKDC1 (human) hexokinase inhibition; 340,000 compounds, 0.16% hits; inhibition, % at 20 µM; recombinant HKDC1, G6PDH/diaphorase resazurin coupled fluorescence;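 active = inhibition above about 35% when tested at 20 µM, limit read from the data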;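 also: plate controls were DMSO wells with enzyme for no effect and DMSO wells lacking enzyme for full effect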
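test system = in-house recombinant HK5 (HKDC1) enzyme | amount = HKDC1 at 5 µg/mL | control set = DMSO-enzyme wells negative, buffer-substituted wells positive | compound = one dose of 20 µM, 1% DMSO | schedule = reaction time 90 min, room temperature, protected from light | technique = resorufin fluorescence at 613 nm | reagent = glucose with 1 mM ATP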
mIAP activ – mouse IAP activation | 330,000 compounds, 0.24% hits | activation factor at 10 µM | muIAP, CDP-Star luminescence, 30 min; stronger effect = higher value; 1 = vehicle-only enzyme signal, 0 = enzyme-free wells;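 active = activation factor of at least 2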; also: the source names both 10 and 20 µM as test concentration; values of inactives mirror those of a sister screen read the other way
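also added = chemiluminescent substrate CDP-Star | test system = mouse IAP enzyme | signal = chemiluminescence readout | compound = DMSO-dissolved test compounds | incubation = 30 min at room temperature | benchmarks = DMSO wells, no-enzyme wells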
hIAP activ – human IAP activation | P09923 | purified human IAP, CDP-Star luminescence, 30 min; stronger effect = higher value; 1 = vehicle-only enzyme, 0 = enzyme-free background | activation factor at 10 µM | 330,000 compounds, 0.16% hits | AID 2524;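 active = activation factor of the enzyme at least 2-fold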; also: the source names both 10 and 20 µM as test concentration; values of inactives mirror those of a sister screen read the other way
* marks the source's active call; other numbers are inactive results; . = no result given.

no.	structure	PfG6PD inh	mIAP block	APOBEC3A inh	hIAP inh	ATG4B inhibitor	HKDC1 inh	mIAP activ	hIAP activ
1	C/C(=N\OC(=O)c1c(-c2c(F)cccc2Cl)noc1C)c1nccs1	3	-2	1	-3	-6	-5	1	1
2	OCC1(CCc2ccccc2)CCN(C/C=C/c2ccccc2)CC1	5	3	-1	0	14	-4	0.97	1
3	CCOc1ccc(CCNC(=O)COC(=O)c2cc(S(=O)(=O)N3CCOCC3)ccc2F)cc1OCC	8	-10	10	-33	-8	-1	1.1	1.3
4	CCOCCCNCC(O)c1ccccc1 (stereo not given)	3	-1	-1	9	-8	-8	1	0.91
5	CCOC(=O)c1csc(NC(=O)CN2CCOCC2)n1	-3	-3	-2	5	6	10	1	0.95
6	COc1ccccc1-n1cnnc1SCC(=O)c1ccc[nH]1	7	12	0	4	-10	-3	0.88	0.96
7	O=C(Nc1nc(-c2ccccc2)cs1)C1COc2ccccc2O1 (stereo not given)	27	6	-6	-2	-1	1	0.94	1
8	O=C(O)c1ccc(N=Nc2c(O)[nH]c3ccccc23)cc1	11	6	-1	20	-2	0	0.94	0.8
9	CN(C)CCCN(C(=O)CCc1ccccc1)c1nc2ccc(Cl)cc2s1	29	1	-1	-1	5	-8	0.99	1
10	CN(C)C(=O)CCc1ccc2c3c([nH]c2c1)[C@]1(C)[C@@H](C(=O)N2CCOCC2)C[C@H](CC(=O)NCCC2=CCCCC2)C(=O)N1CC3	-5	-6	0	.	-5	-6	1.1	.
11	O=c1[nH]c2ccccc2c(=O)n1Cc1ccccc1	-11	-1	-2	-9	12	-2	1	1.1
12	Cc1cc(C)c(C)c(S(=O)(=O)N2CCN(CC(=O)Nc3ccc([N+](=O)[O-])cc3)CC2)c1C	-4	-2	3	-5	4	0	1	1.1
13	O=C(Cc1ccc(S(=O)(=O)N2CCCCC2)s1)Nc1ccc(F)c(F)c1	22	-23	1	1	6	6	1.2	0.99
14	O=S(=O)(c1ccc(F)cc1)N1CCN(c2ccc(F)cc2)CC1	3	-2	-8	-1	-7	-4	1	1
15	COc1ccc(-c2nn(C)c(=O)c3ccccc23)cc1CNC(=O)CN1CCOCC1	.	10	-2	9	.	.	0.9	0.91
16	CN1C(=O)c2cccc3c(S(=O)(=O)N4CCCC4C(=O)O)ccc1c23 (stereo not given)	9	4	0	-4	-1	7	0.96	1
17	CC(c1nnc(SCC(=O)N2CC(=O)Nc3ccccc32)n1Cc1ccccc1)N(C)C (stereo not given)	10	2	-1	-14	-1	-3	0.98	1.1
18	Fc1ccccc1Cn1c2[n+](c3ccc(C(F)(F)F)cc31)CCCCC2	-8	-6	38	-5	-1	2	1.1	1.1
19	Cc1ccc(S(=O)(=O)Nc2nc3n(n2)C(c2ccc(Cl)cc2)CC(=O)N3)cc1 (stereo not given)	-24	0	-3	-39	0	-1	1	1.4
20	Cc1c(Cl)cccc1NC(=O)CCCn1nc([N+](=O)[O-])cc1C	7	-4	-2	-2	36	-4	1	1
21	COc1ccccc1N(CC(=O)NC1CCCC1)C(=O)CCCC(=O)Nc1ccccn1	-16	4	-5	-13	-2	-3	0.96	1.1
22	Clc1ccccc1Sc1cnc2ccccc2n1	4	9	-5	-6	6	-2	0.91	1.1
23	O=C(CCCn1c(=S)[nH]c2cc3c(cc2c1=O)OCO3)N1CCN(c2ccccc2)CC1	-2	-7	-4	-2	38	-8	1.1	1
24	CCCC(=O)n1nc(NCc2ccc(OC)cc2)nc1NCc1ccc(OC)cc1	35	13	3	-25	-3	0	0.87	1.2
25	Clc1ccc(-c2n[nH]c3c2Cc2ccccc2-3)cc1Cl	.	6	-3	-6	.	.	0.94	1.1
26	CC(C)OC(=O)NCCOC(=O)Nc1ccc(Cl)cc1	-3	-17	0	8	-7	-8	1.2	0.92
27	CC(=C/c1ccc(C(C)C)cc1)/C=N/NC(=O)CSc1ccccn1	15	2	-2	-16	2	5	0.97	1.2
28	N#Cc1c(N2CCCCC2)nc(N)c2c(N)nc(SCC(=O)O)cc12	53	23	9	-8	3	17	0.77	1.1
29	O=C(CSc1cn(CC(=O)N2CCCCCC2)c2ccccc12)NCC1CCCO1 (stereo not given)	1	0	-2	10	-15	-6	1	0.9
30	O=C(NCCc1cccc(F)c1)C1CCN(S(=O)(=O)c2ccc(F)cc2)CC1	-4	-11	1	-22	-7	-5	1.1	1.2
31	O=C(CSc1nnc(COc2ccccc2Cl)o1)NC(=O)NCc1ccco1	24	12	59*	-3	-9	6	0.88	1
32	CN(CCc1ccccn1)C(=O)CCC1CCCN(C(=O)CN2CCCCCC2)C1 (stereo not given)	13	0	-2	-3	-6	-4	1	1
33	O=P(O)(c1ccccc1)c1ccccc1O	1	1	-4	-1	-8	-5	0.99	1
34	Cn1c(CO)cnc1SCC(=O)c1ccc(Cl)cc1	-18	10	5	0	0	-1	0.9	1
35	COC(=O)c1cc(N=C(N)N=C(N)N)cc(C(=O)OC)c1	1	7	2	10	-12	-5	0.93	0.91
36	COc1ccc(CCNC(=O)c2cc(S(=O)(=O)N3CCOCC3)ccc2N2CCCC2)cc1OC	-8	5	0	1	-5	-4	0.95	0.99
37	CCOC(=O)C1=C(C)NC(=O)CC1c1ccccc1OC (stereo not given)	-12	-4	4	-11	8	-7	1	1.1
38	CN1C/C(=N\S(=O)(=O)c2ccccc2)N(C)C1=O	-5	1	3	19	-2	-6	0.99	0.81
39	CCOCc1c(C(=O)Nc2cc(OCC)c(N3CCOCC3)cc2OCC)oc2ccccc12	26	8	-4	7	-5	-5	0.92	0.93
40	COc1ccccc1N1CCN(C(=O)c2ccc(-c3nc4ccccc4s3)o2)CC1	-1	8	-2	5	-4	2	0.92	0.95
41	CC(C)c1ccc(NC(=O)Nc2cnccn2)cc1	0	-9	1	-3	-3	1	1.1	1
42	O=C(N[C@@H](Cc1ccccc1)C(=O)NC1CCCCC1)c1ccco1	-6	-9	-5	0	-1	-4	1.1	1
43	NNC(=O)c1sccc1OCc1ccc(F)cc1	-9	6	0	-2	7	-7	0.94	1
44	Nc1cc(N)nc(SCC(=O)Nc2ccc3c(c2)OCCCO3)n1	-21	-6	-3	3	1	2	1.1	0.97
45	N#C/C(=C\c1ccccc1[N+](=O)[O-])C(=O)NCc1ccccc1	12	0	-1	-8	-1	-2	1	1.1
46	Cc1cccc(NS(=O)(=O)c2cc3c4c(c2)CC(=O)N4CCC3)c1C	-24	1	-2	-7	-5	7	0.99	1.1
47	CN(C)S(=O)(=O)c1cccc(NC(=S)NC(=O)c2ccco2)c1	-1	-3	-5	1	4	3	1	0.99
48	COc1ccc(C(=O)NNC(=O)c2cc3cc([N+](=O)[O-])ccc3oc2=O)cc1OC	-8	24	3	0	-5	-14	0.77	1
49	CCC(=O)Nc1nnc(SCC(=O)NCCc2ccc(OC)c(OC)c2)s1	7	-15	7	7	5	1	1.1	0.93
50	CCOc1cc(CN2CCC(n3nccc3NC(=O)C3CC3)CC2)ccc1O	12	5	-8	-2	-8	4	0.95	1

4 compounds out of the list above, ordered by their value in ATG4B inhibitor, high to low.
item | Structure | PfG6PD inh | mIAP block | APOBEC3A inh | hIAP inh | ATG4B inhibitor | HKDC1 inh | mIAP activ | hIAP activ
43 | NNC(=O)c1sccc1OCc1ccc(F)cc1 | -9 | 6 | 0 | -2 | 7 | -7 | 0.94 | 1
48 | COc1ccc(C(=O)NNC(=O)c2cc3cc([N+](=O)[O-])ccc3oc2=O)cc1OC | -8 | 24 | 3 | 0 | -5 | -14 | 0.77 | 1
26 | CC(C)OC(=O)NCCOC(=O)Nc1ccc(Cl)cc1 | -3 | -17 | 0 | 8 | -7 | -8 | 1.2 | 0.92
31 | O=C(CSc1nnc(COc2ccccc2Cl)o1)NC(=O)NCc1ccco1 | 24 | 12 | 59* | -3 | -9 | 6 | 0.88 | 1

New compounds follow:
no.	structure	PfG6PD inh	mIAP block	APOBEC3A inh	hIAP inh	ATG4B inhibitor	HKDC1 inh	mIAP activ	hIAP activ
51	CC12CC3CC(C)(C1)CC(C(=O)NCc1ccncc1)(C3)C2	-1	-9	-1	-27	2	2	1.1	1.3
52	CC(C)C(=O)NC(Nc1ccc(S(N)(=O)=O)cc1)C(Cl)(Cl)Cl (stereo not given)	-14	-5	-6	20	7	-10	1.1	0.8
53	O=C(Nc1ccccc1)c1ccc(-n2cnnn2)cc1	-7	-6	1	-4	-1	1	1.1	1
54	CCC(CC)NC(=O)Cc1ccccc1OC	-7	4	1	-1	-1	-2	0.96	1
55	CC(Sc1nc(-c2ccccc2)cc(=O)[nH]1)C(=O)O (stereo not given)	1	2	0	3	3	-7	0.98	0.97
56	O=C(Nc1cccnc1Cl)c1cccs1	5	-7	-1	26	-3	-4	1.1	0.74
57	CCCC(=O)Nc1nnc(S(=O)(=O)N(C)Cc2ccco2)s1	8	13	-5	3	-4	0	0.87	0.97
58	CSc1nnc(C)c(=O)n1COC(=O)c1ccccc1	12	-6	5	-3	17	-4	1.1	1
59	S=c1[nH]cc(Cc2ccccc2)s1	24	9	-1	14	11	-5	0.91	0.86
60	CCCc1nn(-c2cc(Cl)ccc2OC)c2c1C(=O)CC(C)(C)C2	8	1	0	-3	-10	-2	0.99	1
61	CN(C)C=Nc1ncc2c3ccccc3n(Cc3ccccc3)c2c1C#N	26	-4	-5	-42	-7	-6	1	1.4
62	O=C1CCCc2c1nc(-c1ccccc1)n2O	4	-14	2	-12	2	-7	1.1	1.1
63	Cc1onc(-c2ccccc2Cl)c1NC(=O)NCc1cccs1	-1	-18	-2	-1	3	-6	1.2	1
64	CCn1c(/C=C2/C(=O)N(C)c3ccccc32)nc2ccccc2c1=O	17	-4	-2	-61	7	4	1	1.6
65	CCCn1nnnc1NC(=O)COc1ccc(Cl)c(C)c1	-3	-6	0	-2	-6	-6	1.1	1
66	Cc1sc2nc(SCC(=O)c3cccs3)n(Cc3ccco3)c(=O)c2c1C	-13	10	5	16	15	7	0.9	0.84
67	COC(=O)CCC(=O)OC1(C)C(=O)C=C2C=C(C3CC3)N(c3ccc(CO)cc3)C=C2C1=O (stereo not given)	.	2	5	9	.	.	0.98	0.91
68	COc1ccccc1-n1c(=O)c2c3c(sc2n2c(=S)[nH]nc12)CCC3	24	2	0	13	-7	0	0.98	0.87
69	O=C(Cn1c(NCCCO)nc2ccccc21)c1cccc(Br)c1	-10	-1	-2	-9	-1	5	1	1.1
70	COc1ccc(-c2cc(C(=O)Oc3ccc([N+](=O)[O-])cc3)c3ccccc3n2)cc1	-12	17	-2	17	4	14	0.83	0.83
71	O=c1cc[nH]c2c(C(F)(F)F)cccc12	5	-1	3	-4	-10	1	1	1
72	NC(=O)C1=CN(Cc2ccc(Cl)cc2)CCC1C(F)(F)F (stereo not given)	-2	-16	-5	-3	2	-4	1.2	1
73	COc1ccc(CNC(=O)CCCSc2ccccc2)cc1	-5	-6	-5	14	1	-6	1.1	0.86
74	COc1cccc(/C=N/NC(=S)Nc2cccc(C(=O)O)c2)c1	-3	8	2	2	-1	-6	0.92	0.98
75	CCCCCN(C(=O)CCC(=O)OCC(=O)N(CC#N)c1ccccc1)c1c(N)n(CCCC)c(=O)[nH]c1=O	-10	-3	-1	4	-2	-4	1	0.96
76	O=[N+]([O-])c1ccc2[nH]c3c(c2c1)CCCC3	-3	1	-3	-7	-5	-6	0.99	1.1
77	CC1CC(C)CN(S(=O)(=O)c2ccc(NC(=O)CCNC(=O)c3ccc([N+](=O)[O-])cc3)cc2)C1 (stereo not given)	1	7	3	2	-7	-3	0.93	0.98
78	Cc1sc2nc(CN3CCCCC3)nc(Cl)c2c1C	8	2	-2	4	-2	-6	0.98	0.96
